# Growth percent in the NCI-60 one-dose screen (48 h, 10 µM unless noted): 100 = growth as untreated, 0 = no growth, -100 = all killed.
# HCT-116: HCT-116 colon cancer; hit rate 7.3% among 82,000
# HCC-2998: HCC-2998 colon cancer; hit rate 4.7% among 79,000; AID 1794799
# KM12: KM12 colon cancer cells | AID 1794800 | hit rate 5% among 82,000
# HT29: HT29 colon cancer; hit rate 7.4% among 81,000; AID 1794748
# HCT-15: HCT-15 colon cancer | hit rate 5.2% among 82,000
# COLO 205: COLO 205 colon cancer | hit rate 7.3% among 79,000
# SNB-75: SNB-75 CNS cancer. hit rate 5% among 79,000
# SW-620: SW-620 colon cancer; hit rate 5.2% among 82,000
# NCI-H322M: NCI-H322M lung cancer; hit rate 2.7% among 80,000
# Starred values were filed as active, the others as inactive; / = not tested or not shown; & = joins results of further samples. Rule for the calls: active = growth percent below 10; inactive = the rest.
SMILES,HCT-116,HCC-2998,KM12,HT29,HCT-15,COLO 205,SNB-75,SW-620,NCI-H322M
COc1cccc(CNc2c3ccccc3nc3ccccc23)c1OC,12,38,52,14,20,21,68,25,42
O=C(CSc1nc(-c2ccc(Cl)cc2)cn1-c1ccc(Cl)cc1)c1ccc(-c2ccccc2)cc1,33,96,102,78,77,77,99,70,103
COc1ccc(Cc2cc(-c3ccccc3)nn(C/C(=N/O)c3ccccc3)c2=O)cc1OC,69,97,90,86,86,82,73,87,97
CCN1CCN(c2nc(NNC(=O)c3ccc(OC)cc3)nc(N3CCN(C(c4ccccc4)c4ccccc4)CC3)n2)CC1,21,21,37,16,22,-9.0*,46,32,84
CN(C)c1ccc(C2CC(c3ccccc3)=NN2Cn2nnc3ccccc32)cc1 (configuration not stated),114,108,101,94,109,127,79,96,97
C#CCNC(=O)c1cc(C(=O)c2ccc(Cl)cc2)n2c(C)cccc12,114,107,103,98,102,/,95,100,119
CCCCCCCCn1ccc2cc(NC(=O)Cn3cc(CN4CCN(CC)CC4)nn3)ccc21,62,-12*,78,-26*,23,-70*,88,-43*,78
NC(=O)c1ccc[n+](CC(=O)c2ccccc2)c1,96,99,97,90,108,113,101,111,99
c1ccc(NCCNc2ccccc2)cc1,91,102,92,/,92,/,/,98,117
COc1ccc(NC(=O)CSc2ccc(-c3ccc(Br)cc3)nn2)cc1,105,111,98,107,99,119,99,101,103
O=S(=O)(NCCCNc1nccc(-c2[nH]c(-c3ccccc3)nc2-c2ccc(F)c(O)c2)n1)c1cccc2ccccc12,35,99,56,101,39,111,75,69,98
N#Cc1c(-c2ccc(Cl)cc2)cc(-c2c[nH]c3ccccc23)nc1-c1c[nH]c2ccccc12,106,118,103,107,98,107,101,107,103
O=S(=O)(c1ccc(N/N=C\c2cccc3ccccc23)cc1)c1ccc(N/N=C/c2cccc3ccccc23)cc1,91,97,95,89,84,111,84,109,93
COc1ccc(CN2C(=O)C(Cl)=C(Nc3cccc(C(F)(F)F)c3)C2=O)cc1,29,53,70,57,35,36,67,29,84
Cc1c(C(=O)C(SC(=S)N(C)C)SC(=S)N(C)C)nnn1-c1ccc([N+](=O)[O-])cc1,97,107,124,61,83,46,86,96,106
CN(C)c1ncnc2nc(Cl)[nH]c12,93,109,99,103,102,99,82,114,99
Cc1ccc2[nH]cc(-c3nc(-c4cn(C)c5ncccc45)cs3)c2c1,75,89,78,75,83,98,85,109,101
CCc1ccc(NC(c2cc3ccc(N(CC)CC)cc3oc2=O)c2nnnn2C(C)(C)C)cc1 (configuration not stated),103,105,104,96,101,112,79,101,105
O=C(Nc1sc2c(c1C(=O)O)CCCC2)c1cccc(C(F)(F)F)c1,80,101,90,98,89,113,104,91,95
O=[N+]([O-])c1ccc(S(=O)(=O)N2CCN(C3=NS(=O)(=O)c4ccccc4N3c3ccccc3)CC2)cc1,91,91,110,110,109,117,90,103,100
CC(C)C[C@H](NC(=O)Cn1ccc2ncccc2c1=O)B(O)O,100,/,106,102,105,120,93,109,104
O=C(NO)Oc1cccc2ccccc12,98,117,91,111,99,91,81,94,118
COc1ccc(-n2c(N)c(C(=O)NCCN3CCOCC3)c3nc4ccccc4nc32)cc1OC,32,67,62,41,59,60,72,39,70
C#CCOc1cc(N(CC)CC)ccc1C(C(=O)NC(C)(C)C)N(C(=O)C1CCc2cc(F)ccc2O1)c1ccc(F)cc1F (configuration not stated),25,78,25,58,35,26,64,54,82

# Single records (already shown). Values in the order: HCT-116 | HCC-2998 | KM12 | HT29 | HCT-15 | COLO 205 | SNB-75 | SW-620 | NCI-H322M
# Listed for C#CCOc1cc(N(CC)CC)ccc1C(C(=O)NC(C)(C)C)N(C(=O)C1CCc2cc(F)ccc2O1)c1ccc(F)cc1F (configuration not stated) : 25 | 78 | 25 | 58 | 35 | 26 | 64 | 54 | 82
# Listed for O=C(NO)Oc1cccc2ccccc12 : 98 | 117 | 91 | 111 | 99 | 91 | 81 | 94 | 118
# Listed for CN(C)c1ncnc2nc(Cl)[nH]c12 : 93 | 109 | 99 | 103 | 102 | 99 | 82 | 114 | 99

# New compounds follow:
SMILES,HCT-116,HCC-2998,KM12,HT29,HCT-15,COLO 205,SNB-75,SW-620,NCI-H322M
O=S(=O)(Nc1cc(Sc2cccc3cccnc23)c(O)c2ccccc12)c1ccccc1,-15*,37,14,-36*,12,-48*,66,-68*,28
Cc1ccc(/C=C(\C#N)C(=O)Nc2ncc(Cc3ccccc3Cl)s2)o1,85,44,38,101,69,112,95,66,83
O=C(N=Nc1c(O)[nH]c2ccccc12)Nc1ccc(Cl)cc1,94,99,81,94,87,100,101,90,75
Cc1ccc(S(=O)(=O)Nc2ccccc2N=Cc2ccc([N+](=O)[O-])cc2[N+](=O)[O-])cc1,80,103,65,92,74,99,103,93,/
S=C(Nc1ccccc1)Nc1ccc(OCc2nc3ccccc3[nH]2)cc1,36,17,-32*,25,29,33,27,48,64
COC(=O)c1c(C)nc(Nc2nc3ccccc3s2)nc1-c1ccc(F)cc1,77,83,84,79,71,91,64,92,96
NNC(=S)NNc1ccccc1,102,/,108,111,98,112,75,104,100
CC1=CC(c2ccc(C)cc2)N2N=C(C)SC2=N1 (configuration not stated),111,105,104,99,106,107,86,104,108
CC[n+]1cccc(O)c1,102,90,109,92,99,126,93,105,106
N/C(CC(=O)Nc1ccc(F)cc1)=N\O,112,96,99,103,100,101,98,107,96
O=C1CCC(C(=O)NNCCO)N1 (configuration not stated),101,109,103,109,96,112,96,104,102
COc1ccc(CNC(=O)c2c(C)n([O-])c3ccc(OC)cc3[n+]2=O)cc1,106,/,97,93,103,108,99,107,90

# Part of the list above, tab-delimited.
compound	HCT-116	HCC-2998	KM12	HT29	HCT-15	COLO 205	SNB-75	SW-620	NCI-H322M
CCc1ccc(NC(c2cc3ccc(N(CC)CC)cc3oc2=O)c2nnnn2C(C)(C)C)cc1 (configuration not stated)	103	105	104	96	101	112	79	101	105
COC(=O)c1c(C)nc(Nc2nc3ccccc3s2)nc1-c1ccc(F)cc1	77	83	84	79	71	91	64	92	96
O=C(N=Nc1c(O)[nH]c2ccccc12)Nc1ccc(Cl)cc1	94	99	81	94	87	100	101	90	75
CN(C)c1ccc(C2CC(c3ccccc3)=NN2Cn2nnc3ccccc32)cc1 (configuration not stated)	114	108	101	94	109	127	79	96	97
C#CCNC(=O)c1cc(C(=O)c2ccc(Cl)cc2)n2c(C)cccc12	114	107	103	98	102	/	95	100	119

# Back to the main list with the six entries that preceded the break.
SMILES,HCT-116,HCC-2998,KM12,HT29,HCT-15,COLO 205,SNB-75,SW-620,NCI-H322M
NNC(=S)NNc1ccccc1,102,/,108,111,98,112,75,104,100
CC1=CC(c2ccc(C)cc2)N2N=C(C)SC2=N1 (configuration not stated),111,105,104,99,106,107,86,104,108
CC[n+]1cccc(O)c1,102,90,109,92,99,126,93,105,106
N/C(CC(=O)Nc1ccc(F)cc1)=N\O,112,96,99,103,100,101,98,107,96
O=C1CCC(C(=O)NNCCO)N1 (configuration not stated),101,109,103,109,96,112,96,104,102
COc1ccc(CNC(=O)c2c(C)n([O-])c3ccc(OC)cc3[n+]2=O)cc1,106,/,97,93,103,108,99,107,90
CC(=O)Oc1cccc(C(=O)O)c1,94,104,103,94,100,111,89,105,93
C=CCN1C(=O)CSC1=S,102,103,105,115,95,114,94,104,107
COc1cc2c(c(OC)c1OC)CCC(c1cccc(C(=O)Nc3cccc(Cl)c3)c1)O2 (configuration not stated),74,91,96,64,75,77,64,99,52
O=S(=O)(c1cc(Cl)ccc1O)c1cc(Cl)ccc1O,77,100,98,105,94,105,77,86,106
O=C(N/N=C\c1ccc(O)cc1)N/N=C/c1ccc(O)cc1,103,97,101,100,111,114,98,106,99
C[n+]1c2ccccc2c(Nc2ccc(N3CCCCC3)cc2)c2[nH]c3ccccc3c21,-99*,-96*,-96*,-85*,-79*,-87*,-94*,-91*,-95*
O=C(N/N=C\c1ccccc1Cl)C(=O)N/N=C\c1ccccc1Cl,97,115,110,120,113,107,/,104,116
CCCN1C2CCC1/C(=C\c1ccc(C)cc1)C1=C2[C@@H](c2ccc(C)cc2)C(C#N)=C(N)O1 (some centres not stated),81,103,90,98,87,97,90,94,96
O=C(Nc1ccc(Cl)cc1)Sc1nnc2c(n1)[nH]c1ccccc12,83,99,109,102,102,142,80,104,110
CCOC(=O)c1cc(C(=O)c2ccc(OC)c(OC)c2)n2nc(-c3ccc(Cl)cc3)ccc12,73,110,100,76,85,101,84,91,/
O=C(CCCCC[P+](c1ccccc1)(c1ccccc1)c1ccccc1)NC(COC(=O)C(Cl)Cl)(COC(=O)C(Cl)Cl)COC(=O)C(Cl)Cl,100,109,107,97,99,98,103,107,100
C(=C\c1ccccn1)/c1ccccn1,119,87,101,/,95,119,103,108,103
CC(C)Cc1ccc(C(C)C(=O)NCc2ccc(Cn3c(=O)sn(-c4ccc(Cl)cc4)c3=O)cc2)cc1 (configuration not stated),76,96,70,76,83,74,79,60,90
Nc1ccc(-c2csc(N/N=C/c3nc4ccccc4n3C3CC3)n2)cc1,48,105,57,103,74,70,84,68,97
O=C1C=CC(c2ccccc2)(c2ccccc2)CC1,104,97,108,105,97,114,74,104,/
CC(C)CC(C(=O)O)n1c(O)c(C=C2N=c3ccccc3=N2)sc1=S (configuration not stated),96,95,103,119,107,102,79,96,92
COc1cc(/C=C/c2cc(/C=C/c3ccc(O)c(OC)c3)n(C(=O)Nc3ccc(F)cc3)n2)ccc1O,4.9*,6.9*,2.4*,-42*,11,8.7*,27,11,27
Cn1ncc2c(Sc3ccc(Cl)cc3)ncnc21,103,86,96,/,97,91,87,100,87
Cc1ccc(S(=O)(=O)Nc2ccc(Cl)cc2C(=O)NO)cc1,101,109,113,104,98,105,73,98,104
CC(=O)CC(=O)N(C)C,96,108,102,98,95,115,80,101,101
CCOC(=O)/C(C#N)=C/c1ccccc1Br,104,109,104,103,101,/,99,99,104
NS(=O)(=O)c1cccc(Nc2nc(SCC(=O)c3ccc(-c4ccccc4)cc3)nc3ccccc23)c1,101,117,98,107,88,133,113,103,113
COc1ccc(-c2cc(-c3cccn3C)c(C#N)c(=O)n2S(=O)(=O)c2ccc(C)cc2)cc1OC,93,96,112,99,104,121,98,111,86
COc1c(B(O)O)cccc1-c1nc2ccc3[nH]ncc3c2c2c1CCCC2,6.0*,53,1.7*,38,25,4.2*,-2.3*,8.5*,16
CCCn1c2cc(OCc3cn(-c4ccc(Cl)cc4)nn3)ccc2c2ccnc(C)c21,42,93,74,31,68,44,92,75,73
COC(=O)c1cc(-c2ccc(S(C)(=O)=O)cc2)[nH]c1N/N=C/c1c(Cl)cccc1Cl,11,/,21,14,26,-19*,10,15,15
Cc1ccc(NCc2nnc(-c3ccc(Cl)cc3)o2)cc1,106,103,93,94,102,109,80,107,102
CC(C)c1ccc(/C=N\N(C)C)cc1,101,101,100,97,101,104,102,93,96
O=C(Nc1ccc(-n2cc(-c3ccncc3)c(-c3ccc(O)c(Cl)c3)n2)cc1)Nc1ccc(Cl)c(Cl)c1,85,109,65,106,94,123,65,120,104
O=c1[nH]c(CN/N=C/c2ccc(Cl)cc2)nc2ccccc12,95,103,94,95,95,102,93,101,99
COc1ccccc1C(=O)Nc1nn(C)c2nc(C)c(Cl)c(C)c12,83,84,94,89,84,99,79,83,107
O=C1C=CN2CC=CCC2C1[C@H](O)c1ccc(Br)cc1 (some centres not stated),94,100,99,95,102,112,86,107,101
OCCN1CCN(CCO)CC1,99&88&104,107&96&102,109&97&108,110&101&108,107&101&102,113&113&105,96&83&111,103&103&100,115&86&106
CCOC(=O)C(C#N)=C(c1ccccc1)c1ccccc1,96,96,101,108,106,107,/,99,100
CCOC(=O)C[C@@H]1C(=O)N2CC[C@@]3(C(=O)Nc4ccccc43)[C@@H]2C[C@@H]1C(=O)OCC,99,121,107,108,102,116,/,103,97

# Compound activity: PubChem BioAssay, NCI

# Outcome played no part in choosing rows; any-hit rate near 12%.
